Source: PubChem BioAssay (National Center for Advancing Translational Sciences (NCATS))
D2 agonist: HTS Assay for Allosteric Agonists of the Human D2 Dopamine Receptor: Primary Screen for Agonists; HEK293 T-REx D2 cells, calcium flux agonist mode; 0.53% of 340,000 active; D(2) dopamine receptor (Homo sapiens), P14416; activation, % at 2 µM;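 active = activation over 3 SD above normal in the single-dose calcium agonist read, cut at about 30% in these data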; note: 0% is about no effect
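Tetracycline-induced HEK293 Trex cells with D2 receptor force-coupled to calcium signaling, plated overnight at 30 C and loaded with no-wash calcium dye. Calcium flux read kinetically for 180 s after compound addition; responses flag agonists.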
LDHA inh: qHTS assay for inhibitors of human lactate dehydrogenase | L-lactate dehydrogenase A chain (Homo sapiens), P00338 | purified LDHA, NADH/diaphorase-resazurin fluorescence; hits give low values | activity change, % (values are at about 110 or 230 µM) | 0.15% of 480,000 active; in the data active = activity change below about -30%; inconclusive = mostly about -25% to -30%;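 note: plate controls were DMSO wells for no effect and wells without enzyme for full effect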
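Human LDH5 at 2 nM final in Tris HCl pH 7.4 with 0.06 mM NADH and 0.2 mM pyruvate, reacted 5 minutes at room temperature. Remaining NADH coupled via diaphorase/resazurin; resorufin fluorescence read at 0 and 20 minutes, normalized to enzyme-free and DMSO wells.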
ALOX12 inh: Primary qHTS assay for inhibitors of human arachidonate 12S-lipoxygenase (ALOX12): Round 2; Polyunsaturated fatty acid lipoxygenase ALOX12 (Homo sapiens), P18054; purified 12hLO, xylenol orange hydroperoxide absorbance; Potency, µM (top dose mostly 108 µM), for the others: at the highest dose activity change, negative = inhibition, actives largely listed as inhibitors; 1.1% of 580,000 active; AID 1671190, 2021; note: potency is the fitted concentration of half-maximal effect; % is set by controls: 0 for no effect and ±100 for the full control effect
Target sequence (P18054 whole entry, looked up): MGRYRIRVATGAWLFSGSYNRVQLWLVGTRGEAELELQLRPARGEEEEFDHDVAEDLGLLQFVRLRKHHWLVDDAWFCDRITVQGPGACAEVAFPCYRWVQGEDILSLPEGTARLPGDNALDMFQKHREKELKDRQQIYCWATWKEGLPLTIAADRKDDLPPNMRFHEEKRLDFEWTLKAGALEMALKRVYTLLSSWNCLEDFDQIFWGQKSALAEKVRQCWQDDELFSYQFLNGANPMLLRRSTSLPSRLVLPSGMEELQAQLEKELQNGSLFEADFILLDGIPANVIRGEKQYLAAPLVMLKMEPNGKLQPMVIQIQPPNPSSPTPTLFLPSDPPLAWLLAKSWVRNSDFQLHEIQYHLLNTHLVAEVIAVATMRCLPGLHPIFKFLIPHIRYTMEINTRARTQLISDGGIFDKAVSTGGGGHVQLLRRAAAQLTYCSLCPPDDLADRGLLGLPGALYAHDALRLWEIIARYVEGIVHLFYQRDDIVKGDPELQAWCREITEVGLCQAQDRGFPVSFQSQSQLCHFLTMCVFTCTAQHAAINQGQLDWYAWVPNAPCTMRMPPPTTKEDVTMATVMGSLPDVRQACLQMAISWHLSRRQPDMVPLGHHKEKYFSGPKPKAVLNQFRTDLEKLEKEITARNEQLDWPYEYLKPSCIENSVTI
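Purified human 12hLO (150 nM final) in 25 mM Hepes, 0.01% Triton X-100, pH 7.0 was preincubated 15 min at room temperature with compound. Then 40 uM arachidonic acid was added, 30 min. Hydroperoxide was read by Fe-XO absorbance ratio 573/405 nm.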
Vif-APOBEC3F blk: qHTS for Inhibitors of Vif-A3F Interactions: qHTS; 0.2% of 390,000 active; HeLa A3F-eYFP + Vif (tagged APOBEC3F with the HIV-1 protein that degrades it), YFP fluorescence increase; Potency, µM (top dose mostly 46.1 µM), for the others: at the highest dose activity, negative = active; note: potency is the fitted concentration of half-maximal effect; % of control where 0% means no effect; nearly all actives have a fitted effect of over 65% in size
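HeLa cells stably expressing Vif plus C-terminally eYFP-tagged A3F were seeded, incubated overnight at 37 deg C, dosed with compound, incubated overnight again at 37 deg C. Yellow fluorescence (Ex 488/Em 500-530) reported blocked Vif-mediated A3F-eYFP degradation.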
RGS4 inhibitor: Inhibitors of Regulator of G Protein Signaling (RGS) 4: qHTS | Transcreener GDP fluorescence polarization, RGS4-accelerated GTP hydrolysis | Regulator of G-protein signaling 4 (Homo sapiens), P49798 | Potency, µM (titrated, usually from 114 µM), inactives show at the highest dose activity change, negative = inhibition, most hits filed as inhibitors | 0.039% of 390,000 active; note: potency is the fitted concentration of half-maximal effect; % is set by controls: 0 for no effect and ±100 for the full control effect; nearly all actives have a fitted effect of over 75% in size; some results filed as inactive show a strong effect at the top dose
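MLSMR compounds (23 nl, pin-transferred) preincubated 10 min at room temperature with a 500nM (2x) first reagent, then RGS4 at 900nM (2x) plus Transcreener GDP mix added; fluorescence polarization (620/688 nm) read before and after 90 min at 30 °C.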
Glioma ERSR ind: qHTS for Inducers of the Endoplasmic Reticulum Stress Response (ERSR) in Human Glioma: qHTS; 0.02% of 420,000 active; U87-MG GRP78 promoter luciferase reporter, 16 h; Potency, µM, for the others: at the highest dose activation, most hits filed as activators; note: potency is the fitted concentration of half-maximal effect; series mostly up to about 76 µM; % of control where 0% means no effect; nearly all actives have a fitted effect of over 35% in size
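Stably transfected U87-MG human glioma cells carrying a GRP78-based luminescent sensor were seeded at 1000 cells/well, pin-dosed with compounds and incubated 16 h. Luciferase reagent was then added, and end-point luminescence was read after 10 min at room temperature.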
D2 antagonist: HTS Assay for Allosteric Antagonists of the Human D2 Dopamine Receptor: Primary Screen for Antagonists | D(2) dopamine receptor (Homo sapiens), P14416 | HEK293 TREx D2 cells, calcium flux, dopamine EC80 | inhibition, % at 10 µM | 2% of 340,000 active | AID 485344, 2010; in the data active = inhibition above about 30%; note: 0% is about no effect
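Tetracycline-induced HEK293 TREx cells expressing D2 receptor forced-coupled to calcium signalling, loaded with no-wash calcium dye. Compounds added and calcium flux read 180 s, then dopamine added at EC80 and read a further 180 s.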
Vif-A3G inh: qHTS for Inhibitors of Vif-A3G Interactions: qHTS. 0.076% of 410,000 active. Potency, µM (top dose mostly 46.1 µM), inactives show at the highest dose activity, negative = active, hits mostly inhibitors. AID 602310, 2012. HeLa A3G-eYFP + Vif (tagged APOBEC3G with the HIV-1 protein that degrades it), YFP fluorescence, overnight. DNA dC->dU-editing enzyme APOBEC-3G (Homo sapiens), Q9HC16;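 note: potency is the fitted concentration of half-maximal effect; % is set by controls: 0 for no effect and ±100 for the full control effect; nearly all actives have a fitted effect of over 60% in size; hits raise eYFP signal because A3G escapes Vif-driven loss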
Target sequence (Q9HC16 whole entry, looked up): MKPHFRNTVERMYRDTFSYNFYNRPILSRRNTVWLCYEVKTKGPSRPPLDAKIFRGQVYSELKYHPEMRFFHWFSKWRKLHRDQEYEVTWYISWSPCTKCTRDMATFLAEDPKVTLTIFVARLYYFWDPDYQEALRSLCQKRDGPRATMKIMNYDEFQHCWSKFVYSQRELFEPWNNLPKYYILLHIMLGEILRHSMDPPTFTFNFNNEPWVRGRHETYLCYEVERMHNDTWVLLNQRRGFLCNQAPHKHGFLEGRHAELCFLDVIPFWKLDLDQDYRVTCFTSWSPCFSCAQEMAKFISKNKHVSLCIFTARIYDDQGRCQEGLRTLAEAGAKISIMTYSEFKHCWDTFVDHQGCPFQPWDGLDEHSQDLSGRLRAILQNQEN
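HeLa cells stably expressing Vif and C-terminally eYFP-tagged A3G, seeded overnight at 37 deg C, then exposed to compound by pintool overnight at 37 deg C. Rise in yellow fluorescence (Ex 488/Em 500-530, Acumen) marks blocked Vif-driven A3G degradation.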
ERG-DNA inh: qHTS for Small Molecule Inhibitors of the ERG Ets/DNA interaction | Transcriptional regulator ERG (Homo sapiens), P11308 | fluorescence polarization, His-ERG Ets domain / labelled DNA | Potency, µM (highest dose often 76.9 µM), inactives show at the highest dose FP activity, negative = inhibition, hits mostly inhibitors | 0.028% of 370,000 active; active = well fitted inhibition curve with a large enough effect in the polarisation, with a control signal flat; inconclusive = small, poorly fitted or top-dose-only effect, or effect the other way, or a change in a side signal; inactive = no such curve, though single readings can be large or run the other way; the % refers to the polarisation;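 note: polarization taken with two DNA probes labelled with fluorescein and Texas red; potency is the fitted concentration of half-maximal effect; % of control where 0% means no effect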
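His-tagged ERG Ets domain (1 uM in the protein solution; 300mM KCl, 50mM Tris-HCl, 1mM EDTA, 1mM DTT, pH 7.5) received compound, then a probe mix of 5 nM fluorescein-DNA and 100nM Texas-615-DNA. Fluorescence polarization was read for both dyes.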
* marks the source's active call; other numbers are inactive results; ? = inconclusive; · = no result given; [ ] = another dose, or the depositor's remark. Unless noted, calls come from the whole dose curve; as a rule, active = well fitted curve in the direction sought with a large enough effect; inconclusive = small, poorly fitted or top-dose-only effect, or another doubt; inactive = no such curve, though single readings can be large; an effect the other way counts as inactive or inconclusive. An excerpt (hit frequency here may not be typical).

Each structure is followed by: D2 agonist | LDHA inh | ALOX12 inh | Vif-APOBEC3F blk | RGS4 inhibitor | Glioma ERSR ind | D2 antagonist | Vif-A3G inh | ERG-DNA inh
Cc1ccc(Sc2ncccc2C(=O)NCC(c2ccc(F)cc2)N2CCOCC2)cc1C (centres undefined)
 : 0.4 | -2 | 19% | 13% | -13% | -3% | 1 | 1% | -5%
OCCNCc1cc(Br)ccc1OCc1ccccc1Cl
 : -0.1 | -11 | 0% | -6% | -12% | -7% | 42* | -1% | 4%
COc1cccc(NC(=O)/C(C#N)=C\c2cn(Cc3ccc(C)cc3)c3ccccc23)c1
 : 1.2 | 1 | -23% | 1% | -13% | -2% | · | -12% | 0%
Nc1cccc2cnccc12
 : -0.7 | 22 | 2% | -6% | 2% | -4% | 12 | 1% | ·
Cc1ccc2oc(C(=O)N(C)Cc3ccc(C)o3)c(C)c2c1
 : -0.4 | -1 | ? | -11% | -65%[56.9 µM] | 9% | 3 | -8% | -12%
COc1ccc2c(C)cc(=O)sc2c1
 : · | -2 | 0% | -4% | · | 0% | · | 0% | ·
CCOc1ccc(CCNC(=O)CCCc2nnc3n(CC)c(=O)c4sccc4n23)cc1OCC
 : -0.4 | -7 | -4% | · | 5% | · | · | · | -1%
COc1ccccc1NC(=O)CSc1nc2ccccc2cc1Cc1ccccc1
 : 0.3 | -4 | 13% | -6% | -26% | 0% | 8 | 0% | ·
CCC(C)(C)n1nnnc1C(c1ccccc1)N1CCc2ccccc2C1 (centres undefined)
 : -1.2 | -6 | 23% | · | -2% | 0% | 3 | 2% | 0%
O=C(CSc1ncnc2ccccc12)N1CCCC1
 : 0.8 | -6 | -11% | -2% | 19% | 1% | 19 | -7% | 3%
CCc1c(O)nc(SCC(=O)N2CCCCC2)n(-c2ccccc2C)c1=O
 : -0.2 | -10 | 25% | -2% | 7% | -6% | -2 | 0% | 8%
CC1(C)CC2CC(C)(CN2C(=O)COC(=O)c2cccc(O)c2)C1 (centres undefined)
 : 0.1 | -8 | 128%[activator] | 8% | -6% | -6% | -6 | -1% | 4%
O=C(Cn1cccc1C(=O)c1ccccc1)NCc1cccs1
 : · | -3 | 21% | 3% | 18% | 5% | · | -1% | 8%
O=c1c2ccccc2nnn1CSc1nnc(-c2cccs2)n1Cc1ccccc1
 : -0.5 | -2 | 0% | 3% | -25%[56.9 µM] | -6% | 5 | -1% | 2%
CC(C)CC(C(=O)NCC1CCCO1)N(C(=O)Cn1nnc(-c2ccc(F)cc2)n1)c1ccccc1F (centres undefined)
 : -0.3 | -3 | -34% | -3% | -2% | -2% | 2 | 0% | -10%
Cc1cc(C)cc(NC(=O)Cn2cc(C=O)c3ccccc32)c1
 : 0.1 | 1 | 16% | -8% | -22% | -6% | 12 | -10% | 5%
CCn1cc(S(=O)(=O)c2ccc(C)cc2C)c(=O)c2cc(F)c(N3CCCC3)cc21
 : -0.5 | -3 | -20% | 7% | -17% | -1% | · | 2% | 0%
CCOC(=O)CSc1nnc(Cc2cc(=O)[nH]c(=O)[nH]2)n1-c1cccc(OC)c1
 : 0.0 | -1 | -12% | 1% | -21% | -1% | -9 | 1% | 3%
COc1cc(/C=C/c2nc(C#N)c(NC3CCCCC3)o2)cc(OC)c1OC
 : -0.8 | -2 | -21% | -3% | 13% | -2% | · | -7% | -3%
COc1ccc(OC)c(NC(=O)Cn2cc(C#N)c3ccccc32)c1
 : 0.1 | -5 | -12% | -2% | 0% | -4% | 14 | 1% | ·
CCN(CC)S(=O)(=O)c1ccc(N2CCN(c3ccccc3OC)CC2)c(N)c1
 : -1.2 | 3 | 2% | -9% | -3% | -3% | -14 | 4% | 2%
COCCNC(=S)N/N=C(\C)c1ccc(Cl)c(Cl)c1Cl
 : -1.1 | -6 | 40µM* | ? | -18% | -3% | -17 | -2% | 3%
CN1CCN(C(=O)C23CC4CC(C2)CC(c2ccccc2)(C4)C3)CC1
 : 0.3 | -4 | -7% | 12% | 14% | -4% | -21 | 2% | 3%
O=C(O)CC1(O)C(=O)N(Cc2ccccc2)c2ccccc21 (centres undefined)
 : 0.7 | -7 | -4% | 7% | -19% | -7% | 7 | -2% | -2%
O=C1NC[C@@H](Cc2cccc3ccccc23)N(CCc2cc(C(F)(F)F)cc(C(F)(F)F)c2)C1=O
 : -1.2 | 4 | -1% | -5% | -10% | -3% | -11 | -6% | 6%
Cc1ccc(C(=O)COC(=O)CCC(=O)NC2CCCCC2)cc1[N+](=O)[O-]
 : 0.1 | -14 | -2% | -14% | 9% | -3% | 8 | 0% | 0%
NC(=O)CC(NC(=O)c1cccc(Br)c1)c1ccc(NC2CCN(Cc3ccccc3)CC2)c([N+](=O)[O-])c1 (centres undefined)
 : 0.5 | -1 | -18% | 2% | -19% | -3% | 13 | -6% | -3%
CC1(C)CNC(=O)c2sc(NC(=O)c3ccccc3)nc2C1
 : 9.0 | -8 | 3% | -6% | 0% | 2% | 8 | -1% | 100%[activator]
CN1CCn2cnc(C(=O)Nc3ccc(Cl)cc3)c2C1=O
 : · | -5 | 0% | 2% | · | 1% | · | 1% | ·
COc1ccc([N+](=O)[O-])cc1NS(=O)(=O)c1ccc(C)cc1
 : 0.5 | -9 | 8% | -7% | 4% | -4% | 14 | -3% | -2%
CC(=O)N1CCCc2cc(S(=O)(=O)N3CCCCC3)ccc21
 : 1.1 | -2 | 3% | 1% | -5% | -2% | · | 2% | -4%
COc1ccc(CNCCNC(=O)c2cccs2)cc1OC
 : 60* | -14 | ? | 2% | -14% | -2% | 39* | 2% | -11%
CCO[C@@H]1OC(C(=O)O)=C[C@H](c2ccc(C(F)(F)F)cc2)[C@H]1CCCO
 : 0.0 | 0 | -2% | 2% | -7% | -4% | 1 | -2% | -1%
CN1C(=O)c2oc3ccccc3c(=O)c2C1c1cccnc1 (centres undefined)
 : · | -6 | 3% | -4% | -5% | -3% | · | -3% | 6%
C=CCN1C(=O)C(Cc2cccc(Cl)c2)SC1=Nc1ccc(C(=O)O)cc1 (centres undefined)
 : -0.2 | -1 | -6% | 6% | -24% | -3% | -1 | 0% | 2%
CCC(=O)/C=C1\Sc2ccc(OC)cc2N1CC
 : · | -1 | 0% | -5% | -25% | -4% | · | -1% | -5%
CCCc1nnc(NC(=O)Cc2coc3ccc(C(C)C)cc23)s1
 : -1.1 | -9 | -50% | 1% | 7% | -3% | · | 0% | -1%
CN(c1ccc(C(=O)NCCSCc2ccco2)cc1)S(C)(=O)=O
 : 0.6 | -3 | -15% | -4% | -15% | -1% | 26 | -7% | -3%
CCCCOC(=O)c1ccc(NC(=O)C(=O)NCc2ccccn2)cc1
 : 0.2 | -4 | 154%[activator] | -6% | 10% | 0% | -4 | 1% | 2%
COC(=O)c1sccc1NC(=O)COc1cccc(C)c1
 : 1.3 | -2 | 9% | 4% | -2% | 3% | -6 | -6% | -13%

The list goes on (3 carried over from the part before).
Each structure is followed by: D2 agonist | LDHA inh | ALOX12 inh | Vif-APOBEC3F blk | RGS4 inhibitor | Glioma ERSR ind | D2 antagonist | Vif-A3G inh | ERG-DNA inh
CN(c1ccc(C(=O)NCCSCc2ccco2)cc1)S(C)(=O)=O
 : 0.6 | -3 | -15% | -4% | -15% | -1% | 26 | -7% | -3%
CCCCOC(=O)c1ccc(NC(=O)C(=O)NCc2ccccn2)cc1
 : 0.2 | -4 | 154%[activator] | -6% | 10% | 0% | -4 | 1% | 2%
COC(=O)c1sccc1NC(=O)COc1cccc(C)c1
 : 1.3 | -2 | 9% | 4% | -2% | 3% | -6 | -6% | -13%
Cc1ccc(NC(=O)c2ccc(N3CCOCC3)c([N+](=O)[O-])c2)cc1S(=O)(=O)N1CCOCC1
 : 2.0 | -2 | 2% | 2% | 8% | -4% | 1 | -10% | 2%
Cc1ccccc1C(=O)NNC(=O)c1cccc([N+](=O)[O-])c1
 : -0.3 | -3 | ? | -15% | 11% | -5% | 2 | 1% | 3%
O=[N+]([O-])/C=C/c1cn(Cc2ccc(Cl)cc2)c2ccccc12
 : 4.7 | 2 | ? | -10% | -41% | -14% | -21 | ? | 9%
CCC(=O)N1CCCC1(C)C(=O)Nc1cccc(Oc2ccccc2)c1 (centres undefined)
 : · | -5 | -2% | · | · | -2% | · | -3% | ·
COc1ccc(NC(=O)c2cc(-c3cc(Cl)ccc3C)n[nH]2)cn1
 : · | -3 | -6% | · | · | -2% | · | -6% | ·
